BAZ2B block – qHTS Assay for Inhibitors of BAZ2B. Bromodomain adjacent to zinc finger domain protein 2B (Homo sapiens), Q9UIF8. AlphaScreen BAZ2B-H3K14Ac peptide displacement. Potency, µM (highest dose often 114 µM), for inactives: at the top dose activity change, negative = inhibition, hits mostly inhibitors. hit rate 4.4% among 360,000. AID 504333, 2011; also: potency is read from the fitted curve at half-maximal effect; % is scaled to controls: 0 for no effect and ±100 for the full control effect; nearly all actives have a fitted effect of over 60% in size
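Compounds, titrated to a top concentration of 110 uM, were incubated 30 min at room temperature with preformed BAZ2B/acetyl-K14 H3 peptide complex (50 nM each). Proximity signal was measured by AlphaScreen after 20 min with beads.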
ERG Ets-DNA blk – qHTS for Small Molecule Inhibitors of the ERG Ets/DNA interaction; Transcriptional regulator ERG (Homo sapiens), P11308; fluorescence polarization, His-ERG Ets domain / labelled DNA; Potency, µM (doses to about 76.9 µM), for the others: at the highest dose FP activity, negative = inhibition, actives largely listed as inhibitors; hit rate 0.028% among 370,000; AID 624246, 2012; active = well fitted inhibition curve with a large enough effect in the polarisation, with a control signal flat; inconclusive = small, poorly fitted or top-dose-only effect, or effect the other way, or a change in a side signal; inactive = no such curve, though single readings can be large or run the other way; the % refers to the polarisation;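 also: polarization taken with two DNA probes labelled with fluorescein and Texas red; potency is read from the fitted curve at half-maximal effect; % of control where 0% means no effect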
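His-tagged ERG Ets domain (1 uM in the protein solution; 300mM KCl, 50mM Tris-HCl, 1mM EDTA, 1mM DTT, pH 7.5) received compound, then a probe mix of 5 nM fluorescein-DNA and 100nM Texas-615-DNA. Fluorescence polarization was read for both dyes.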
HP1b binding inh – HTS for Inhibitors of HP1-beta Chromodomain Interactions with Methylated Histone Tails. AID 540317, 2011. Chromobox protein homolog 1 (Homo sapiens), P83916. AlphaScreen HP1-beta / biotin-H3K9me3 peptide binding. Potency, µM (highest dose often 114 µM), inactives show at the top dose activity change, negative = inhibition, usual class: inhibitors. hit rate 0.56% among 390,000; also: potency is read from the fitted curve at half-maximal effect; nearly all actives have a fitted effect of over 70% in size; inactives centre near 23
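AlphaScreen: HP1-beta (50 nM) preformed 30 min with biotin-H3(1-18)K9me3 peptide (50 nM) in PBS pH 7.4, 0.01% Tween-20. Compound added for 30 min at RT, then streptavidin donor/nickel chelate acceptor beads (10 ug/mL) for 30 min.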
Pin1 inhibitor – qHTS Assay to Find Inhibitors of Pin1; hit rate 0.009% among 390,000; Pin1 FP peptide displacement, HiFluor488, 10 min; Potency, µM (top dose mostly 115 µM), for the others: at the top dose activity, negative = inhibition, usual class: inhibitors; active = well fitted inhibition curve with a large enough effect in the polarisation, with a control signal flat, not every such curve was filed as active; inconclusive = small, poorly fitted or top-dose-only effect, or effect the other way, or a change in a side signal; inactive = no such curve, though single readings can be large or run the other way; the % refers to the polarisation; also: potency is read from the fitted curve at half-maximal effect; % is scaled to controls: 0 for no effect and ±100 for the full control effect
Target sequence (Q13526 whole entry, looked up): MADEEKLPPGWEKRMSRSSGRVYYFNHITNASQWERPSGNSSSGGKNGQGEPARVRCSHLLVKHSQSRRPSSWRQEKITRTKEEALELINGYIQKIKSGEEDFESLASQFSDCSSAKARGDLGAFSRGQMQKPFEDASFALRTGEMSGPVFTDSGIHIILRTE
PGK inhibitor – qHTS Assay to Find Inhibitors of Phosphoglycerate Kinase; Phosphoglycerate kinase, glycosomal (Trypanosoma brucei brucei), P07378; PGK/GAPDH coupled, Kinase-Glo luminescence, 60 min; Potency, µM (top dose mostly 57.5 µM), without a hit: top-dose activity change, negative = inhibition, usual class: inhibitors; hit rate 0.043% among 380,000; AID 602233, 2012; also: potency is read from the fitted curve at half-maximal effect; % is scaled to controls: 0 for no effect and ±100 for the full control effect; nearly all actives have a fitted effect of over 60% in size
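Recombinant glycosomal PGK reaction used 1,3-bisphosphoglycerate generated in-well by GAPDH (100nM final) in 100mM TEA pH 7.6, 5mM MgCl2, 0.01% Tween-20. After 60 minutes at room temperature, ATP was read by Kinase-Glo Plus luminescence end-point.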
PI4K2A block – qHTS for small molecular inhibitors of PI4K2A. purified PI4K2A, ADP-Glo luminescence, 1 h; stronger effect = lower value. Phosphatidylinositol 4-kinase type 2-alpha (Homo sapiens), Q9BTU6. activity change, negative = inhibition, % at 76.9 µM. hit rate 0.13% among 420,000; in the data active = activity change below about -50%; inconclusive = mostly about -30% to -49%;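 also: -100% = wells without enzyme as full effect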
Target sequence (Q9BTU6 whole entry, looked up): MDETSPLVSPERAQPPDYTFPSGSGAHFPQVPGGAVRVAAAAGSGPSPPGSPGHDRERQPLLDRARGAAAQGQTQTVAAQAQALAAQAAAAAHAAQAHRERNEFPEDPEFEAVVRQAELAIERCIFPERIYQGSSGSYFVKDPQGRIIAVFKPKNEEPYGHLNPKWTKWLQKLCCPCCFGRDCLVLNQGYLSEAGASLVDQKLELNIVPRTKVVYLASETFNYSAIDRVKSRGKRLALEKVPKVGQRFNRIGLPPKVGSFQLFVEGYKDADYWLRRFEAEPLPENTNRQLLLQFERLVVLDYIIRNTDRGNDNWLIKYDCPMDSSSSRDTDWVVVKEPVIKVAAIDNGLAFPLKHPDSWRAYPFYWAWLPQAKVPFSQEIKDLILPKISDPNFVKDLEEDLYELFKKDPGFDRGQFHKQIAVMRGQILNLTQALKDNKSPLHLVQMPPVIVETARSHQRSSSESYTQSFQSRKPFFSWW
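PI4K2A activity was measured by ADP-Glo luminescence: enzyme (4 ug/mL stock) and phosphatidylinositol (1.2 mM stock) in Tris pH 7.5/MgCl2/EGTA/Triton X-100 buffer were reacted with ATP (300 microM stock) for one hour at ambient temperature.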
GLS inh – qHTS for Inhibitors of Glutaminase (GLS) | Potency, µM (series often up to 45.5 µM), for the others: at the highest dose activity change, negative = inhibition, usual class: inhibitors | Glutaminase kidney isoform, mitochondrial (Homo sapiens), O94925 | hit rate 0.21% among 410,000 | GLS enzymatic activity, qHTS titration; also: potency is read from the fitted curve at half-maximal effect; % is scaled to controls: 0 for no effect and ±100 for the full control effect
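hKGA in 45 mM KH2PO4 (pH 8.2), 0.02% Tween-20 with compound, then 1mM L-Glutamine (stock as added) plus glutamate oxidase/HRP/Amplex red coupling mix. Fluorescence read initially and after 30 min at RT; signal change reflects glutamate formation.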
G9a block – qHTS Assay for Inhibitors of Histone Lysine Methyltransferase G9a; Potency, µM (highest dose often 102 µM), for inactives: at the highest dose activity, negative = inhibition, hits mostly inhibitors; AID 504332, 2011; hit rate 8.8% among 350,000; Histone-lysine N-methyltransferase EHMT2 (Homo sapiens), Q96KQ7; G9a H3K9 monomethylation, AlphaScreen, 2 h; also: potency is read from the fitted curve at half-maximal effect; % is scaled to controls: 0 for no effect and ±100 for the full control effect; nearly all actives have a fitted effect of over 75% in size
Target sequence (Q96KQ7 913-1193 limits assumed): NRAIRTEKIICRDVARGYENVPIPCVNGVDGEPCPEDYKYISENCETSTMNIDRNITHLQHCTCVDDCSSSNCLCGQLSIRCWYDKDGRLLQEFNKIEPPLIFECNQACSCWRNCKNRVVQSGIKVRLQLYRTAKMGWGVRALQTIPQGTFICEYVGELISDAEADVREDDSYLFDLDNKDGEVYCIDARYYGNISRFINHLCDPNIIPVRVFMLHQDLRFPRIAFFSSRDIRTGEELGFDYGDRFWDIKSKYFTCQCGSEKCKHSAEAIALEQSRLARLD
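Quantitative HTS format: methyltransferase activity on a biotin-tagged H3K9 peptide is measured by AlphaScreen, using a rabbit anti-monomethyl-H3K9 antibody with streptavidin donor and anti-IgG acceptor beads. Final levels are 20 nM enzyme, 500 nM peptide, 20 uM SAM; 2 h RT.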
JMJD2A Tudor – qHTS Assay for Inhibitors of JMJD2A-Tudor Domain; Lysine-specific demethylase 4A (Homo sapiens), O75164; AlphaScreen JMJD2A-Tudor / H3K4me3 peptide binding; Potency, µM (series often up to 114 µM), inactives show top-dose activity change, negative = inhibition, usual class: inhibitors; hit rate 4.4% among 390,000; AID 504339, 2011; also: potency is read from the fitted curve at half-maximal effect; % is scaled to controls: 0 for no effect and ±100 for the full control effect; nearly all actives have a fitted effect of over 50% in size
* hit, by the source's call; i = inactive; ? = inconclusive; / = not tested or not shown; [ ] = remark or other dose. Unless noted, calls follow the shape of the dose curve; as a rule, active = well fitted curve in the direction sought with a large enough effect; inconclusive = small, poorly fitted or top-dose-only effect, or another doubt; inactive = no such curve, though single readings can be large; an effect the other way counts as inactive or inconclusive. Hits appear at their usual frequency (roughly 11% active in at least one column).

Structure,BAZ2B block,ERG Ets-DNA blk,HP1b binding inh,Pin1 inhibitor,PGK inhibitor,PI4K2A block,GLS inh,G9a block,JMJD2A Tudor
CCOC(=O)c1cccc(NC(=O)c2ccc3nc(Cc4ccccc4)oc3c2)c1,-11%,8%,21%[57 µM],30%[activator],4%,-3,-1%,14%[59 µM],-16%
COc1cccc(-c2c(C(=O)N/N=C/c3ccc(C)s3)nnn2-c2nonc2N)c1,-38%,-4%,32%,9%,-8%,0,2%,16%,-23%
CCn1cc(CNC(=O)c2cc(COc3ccc(F)cc3Cl)on2)cn1,-11%,9%,13%,-10%,-9%,-4,-1%,8%,-6%
O=C1C(CO)C(CO)C(CO)C1CO (stereo unspecified),/,5%,-35%,1%,-1%,-22,-24%,/,-13%
CC1CCCN(C2(O)C(=O)Nc3ccc([N+](=O)[O-])cc32)C1 (stereo unspecified),-2%,-5%,45%[activator],-2%,/,3,-11%,0%,-4%
O=S(=O)(c1ccc2nnn(O)c2c1)N1CCOCC1,/,-2%,37%,3%,-8%,0,-5%,/,-11%
COCCNC(=O)CSc1nc2cc(OC)c(OC)cc2c(=O)n1Cc1ccco1,-29%,2%,26%,-2%,-1%,3,1%,44%[12.7 µM],2%
Cc1ccc(N(CC(=O)NCCc2ccc(Cl)cc2)S(=O)(=O)N(C)C)cc1,22%,-1%,94%[activator],1%,i,-7,-3%,25%[59 µM],-4%
O=C(NN(C(=O)C1CC1)c1nc2ccccc2s1)C1CC1,-39%,6%,1%,-11%,-9%,-2,7%,?,-16%
CCCOC(=O)c1cccc(NC(=O)COc2ccc([N+](=O)[O-])cc2)c1,10%,-6%,24%,2%,-5%,1,-3%,14%[59 µM],-2%
CCOC(=O)c1ccc(N2C(=O)c3n[nH]c(-c4cccs4)c3C2c2cccc(O)c2)cc1 (stereo unspecified),/,2%,35%,11%,-4%,-2,2%,-28%[59 µM],-36%
CCCN(CCC)CCNc1c(N2CCN(C(=O)OCC)CC2)c(=O)c1=O,8%,2%,22%,-11%,-1%,2,4%,79µM*,0%
COc1ccc(CN(C(=O)/C=C/c2ccco2)C2CCS(=O)(=O)C2)cc1 (stereo unspecified),50µM*,2%[15.4 µM],3%,?,-8%,-10,4%,50µM*,?
Cc1cccc2cc(C#N)c(SCC(=O)NNC(=O)Cc3ccccc3)nc12,6%,-1%,31%,9%,-6%,0,-4%,18%,-10%
O=C(O)c1cccc(NS(=O)(=O)c2ccc(C3CCCCC3)cc2)c1,-21%,-2%,46%[activator],-1%,-6%,-1,0%,-2%,-14%[11.4 µM]
CCN(CC)NC(=O)Nc1ccccc1,-12%,1%,1%,-6%,-12%,5,13%,2%,-12%
O=S(=O)(Nc1cc(S(=O)(=O)N2CCOCC2)ccc1O)c1ccc2c(c1)OCCCO2,56µM*,-10%,?,-4%,-4%,-4,13%,1.3µM*,-32%
O=C(Nc1ccc(N2CCOCC2)c(Cl)c1)c1ccc(-n2cnnc2)cc1Cl,-11%,-10%,40%[activator],-10%,-9%,0,-2%,?,-15%
O=C1Nc2cc(S(=O)(=O)N3CCCC3)ccc2N2CCCC12 (stereo unspecified),?,-1%,31%,?,-1%,-3,-15%,22µM*,-16%
O=C(CN1CCN(c2ccccc2F)CC1)N1CCc2ccccc21,-14%,2%,0%,-12%,-3%,3,2%,10%,-9%
CC(C)c1ccc(CSc2ccc(S(=O)(=O)N3CCOCC3)cn2)cc1,3%,/,42%,3%,1%,1,5%,4%[12.7 µM],9%
COc1ccc(CNC(=O)CCN2C(=O)[C@@H]3Cc4ccccc4CN3C2=O)cc1,3%,-9%,26%,1%,1%,-3,0%,-6%,-13%
C/C(=N\NC(=O)c1ccc(CSc2nc(C)cc(C)n2)cc1)C1CCCCC1,-8%,/,37%,2%,i,0,0%,8%[59 µM],-6%
CCOc1cc(-c2cc(-c3ccc(C)cc3)nc(N)c2C#N)ccc1O,-12%,2%,29%,?,3%,-3,-5%,-33%[59 µM],-13%
COc1ccc(-n2c(SCC(N)=O)nnc2-c2ccco2)cc1,6%,3%,19%,-2%,i,0,1%,-4%,-11%
CC1CCN(S(=O)(=O)c2ccc3nc(NCc4ccc(F)cc4)ccc3c2)CC1,-2%,0%,43%[activator],12%,-3%,-11,5%,?,8%
CCNS(=O)(=O)c1ccc(CCC(=O)NCc2ccccn2)cc1,0%,19%,48%[activator],12%,2%,0,1%,5%[0.501 µM],-6%
C#CCn1cnc2c(cnn2-c2ccc(C)c(C)c2)c1=O,9%,10%,39%,6%,-4%,3,8%,/,1%
O=C(O)C(Cc1cc2ccccc2[nH]1)N1C(=O)C2CC=C(Cl)CC2C1=O (stereo unspecified),4%,4%,52%[activator],-11%,-4%,5,13%,-11%[59 µM],8%
O=C(COC(=O)C1CC1)Nc1ccc2[nH]c(=O)[nH]c2c1,-21%,1%,32%,?,2%,9,-1%,-5%,-10%
O=C1[C@H](Oc2ccccc2)[C@@H](c2ccncc2)N1c1ccncc1,/,-2%,16%,-5%,i,-3,22%,/,-11%
CCOC(=O)C1CCCN(C(=O)c2ccc3c(c2)NC(=O)C(N2CCOCC2)S3)C1 (stereo unspecified),-3%,-2%,27%,12%,-12%,-3,1%,-6%[0.501 µM],-8%
CNc1oc(-c2ccc(OCc3ccccc3)cc2)nc1C#N,-4%,-4%,13%,1%,-5%,3,9%,-26%,-12%
Cc1ccc(-c2cc(C(=O)Nc3cccc(S(=O)(=O)N(C)C)c3)c3ccccc3n2)o1,3%,19%,0%,?,-1%,4,0%,8.9µM*,?
S=C(NCc1ccccc1)NCc1ccccc1Cl,1%,11%,30%[activator],3%,2%,-1,3%,-7%,6%
Nc1nc(N2CCOCC2)n[nH]1,1%,-8%,33%,5%,i,-4,7%,-5%,-7%
CCC1COCCS(=O)(=O)N1Cc1cccc(Cl)c1 (stereo unspecified),-3%[57.1 µM],-13%,61%[activator],-6%,2%,2,-2%,/,-2%
COc1ccccc1NC(=O)Cc1noc(CSc2nnc(C(F)(F)F)n2C)n1,-18%,3%,47%[activator],0%,i,1,-21%,38%,-19%
Cc1cc(Cl)ccc1OC(C)C(=O)NN1C(=O)c2ccccc2C1=O (stereo unspecified),0%,7%,20%,5%,-1%,8,11%,12%,6%
CCC(C)(C)NC(=O)COc1ccc(C(=O)c2ccccc2)cc1,/,0%,22%,8%,-1%,-4,0%,21%,-6%
CCc1ccc(NC(=O)Cn2c(=O)n(Cc3nc(C)no3)c(=O)c3cc4c(cc32)OCO4)cc1,0%,2%,32%,2%,i,-4,-4%,9%[59 µM],-10%
COc1cc2cc(CN(CCCN3CCOCC3)C(=O)Nc3ccccc3F)c(=O)[nH]c2cc1OC,-1%,-11%,34%,-3%,i,-1,-3%,-31%,-16%[57.1 µM]
COc1ccc(C(CNC(=O)c2ccc(-n3cnnn3)cc2)N2CCOCC2)cc1 (stereo unspecified),11%,-1%,18%,3%,6%,1,-1%,-4%,-5%

Structures listed above that bear a hit mark in G9a block.
Structure,BAZ2B block,ERG Ets-DNA blk,HP1b binding inh,Pin1 inhibitor,PGK inhibitor,PI4K2A block,GLS inh,G9a block,JMJD2A Tudor
CCCN(CCC)CCNc1c(N2CCN(C(=O)OCC)CC2)c(=O)c1=O,8%,2%,22%,-11%,-1%,2,4%,79µM*,0%
COc1ccc(CN(C(=O)/C=C/c2ccco2)C2CCS(=O)(=O)C2)cc1 (stereo unspecified),50µM*,2%[15.4 µM],3%,?,-8%,-10,4%,50µM*,?
O=S(=O)(Nc1cc(S(=O)(=O)N2CCOCC2)ccc1O)c1ccc2c(c1)OCCCO2,56µM*,-10%,?,-4%,-4%,-4,13%,1.3µM*,-32%
O=C1Nc2cc(S(=O)(=O)N3CCCC3)ccc2N2CCCC12 (stereo unspecified),?,-1%,31%,?,-1%,-3,-15%,22µM*,-16%
Cc1ccc(-c2cc(C(=O)Nc3cccc(S(=O)(=O)N(C)C)c3)c3ccccc3n2)o1,3%,19%,0%,?,-1%,4,0%,8.9µM*,?

From PubChem
